# PI4K2A inh: PI4K2A (human) kinase inhibition; activity change, negative = inhibition, % at 76.9 µM; Q9BTU6; 420,000 tested, 0.13% active; purified PI4K2A, ADP-Glo luminescence, 1 h; hits give low values; AID 1346378; in the data active = activity change below about -50%; inconclusive = mostly about -30% to -49%;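 also: -100% = wells without enzyme as full effect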
#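 Compounds are screened against recombinant PI4K2A using PI as substrate and ATP, the latter dispensed at 300 microM. Reactions run one hour at ambient temperature before ADP-Glo detection; full inhibition defined by wells lacking enzyme.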
# Tb PGK inh: T. brucei PGK inhibition | 380,000 tested, 0.043% active | PGK/GAPDH coupled, Kinase-Glo luminescence, 60 min | Potency, µM (doses to about 57.5 µM), inactives show top-dose activity change, negative = inhibition, actives largely listed as inhibitors; also: potency is read from the fitted curve at half-maximal effect; % is scaled to controls: 0 for no effect and ±100 for the full control effect; nearly all actives have a fitted effect of over 60% in size
#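 Luminescent ATP detection (Kinase-Glo Plus) follows a 60-minute room-temperature incubation, with wells lacking PGK as controls. Buffer: 100 mM TEA (pH 7.6), 5 mM MgCl2, 0.01% Tween-20. Coupling enzyme GAPDH (100 nM final) supplies unstable 1,3-BPG in-well.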
# Pin1 inhibitor: inhibitors of human Pin1; Q13526; Pin1 FP peptide displacement, HiFluor488, 10 min; Potency, µM (doses to about 115 µM), for inactives: at the top dose activity, negative = inhibition, hits mostly inhibitors; 390,000 tested, 0.009% active; AID 504891; active = well fitted inhibition curve with a large enough effect in the polarisation, with a control signal flat, not every such curve was filed as active; inconclusive = small, poorly fitted or top-dose-only effect, or effect the other way, or a change in a side signal; inactive = no such curve, though single readings can be large or run the other way; the % refers to the polarisation; also: potency is read from the fitted curve at half-maximal effect; % is scaled to controls: 0 for no effect and ±100 for the full control effect
# BAZ2B block: inhibitors of human BAZ2B bromodomain; Q9UIF8; AlphaScreen BAZ2B-H3K14Ac peptide displacement; Potency, µM (series often up to 114 µM), for the others: at the highest dose activity change, negative = inhibition, usual class: inhibitors; 360,000 tested, 4.4% active; AID 504333; also: potency is read from the fitted curve at half-maximal effect; % is scaled to controls: 0 for no effect and ±100 for the full control effect; nearly all actives have a fitted effect of over 60% in size
#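 BAZ2B (50 nM) with biotin-H3(5-23)K14Ac peptide (50 nM) in PBS pH 7.4, 0.01% Tween-20, preformed 30 min, then compound 30 min at room temperature; top concentration 110uM. AlphaScreen streptavidin donor/nickel chelate acceptor beads (10 ug/mL final), 20 min dark, signal read.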
# GLS inhibitor: blocks human kidney-isoform glutaminase activity; Potency, µM (doses to about 45.5 µM), for inactives: at the highest dose activity change, negative = inhibition, hits mostly inhibitors; GLS enzymatic activity, qHTS titration; 410,000 tested, 0.21% active; also: potency is read from the fitted curve at half-maximal effect; % is scaled to controls: 0 for no effect and ±100 for the full control effect
# Target sequence (O94925 whole entry, looked up, canonical isoform): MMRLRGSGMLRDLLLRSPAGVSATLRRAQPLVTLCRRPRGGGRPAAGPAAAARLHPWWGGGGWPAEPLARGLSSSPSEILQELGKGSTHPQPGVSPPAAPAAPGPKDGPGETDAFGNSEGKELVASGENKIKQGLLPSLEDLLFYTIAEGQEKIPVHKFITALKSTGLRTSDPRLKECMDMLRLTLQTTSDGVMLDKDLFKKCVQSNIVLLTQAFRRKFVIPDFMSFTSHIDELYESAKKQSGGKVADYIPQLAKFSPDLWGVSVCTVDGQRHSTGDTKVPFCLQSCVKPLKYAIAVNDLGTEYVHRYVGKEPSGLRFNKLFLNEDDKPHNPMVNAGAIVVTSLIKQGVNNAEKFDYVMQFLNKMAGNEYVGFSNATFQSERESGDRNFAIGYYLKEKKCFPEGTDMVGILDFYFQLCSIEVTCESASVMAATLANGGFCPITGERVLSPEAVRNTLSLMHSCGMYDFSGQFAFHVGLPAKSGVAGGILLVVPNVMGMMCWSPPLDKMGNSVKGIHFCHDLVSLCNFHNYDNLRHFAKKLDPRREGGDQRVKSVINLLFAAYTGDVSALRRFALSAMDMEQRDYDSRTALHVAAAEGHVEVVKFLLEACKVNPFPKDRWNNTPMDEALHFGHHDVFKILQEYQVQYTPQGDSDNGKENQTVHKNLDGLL
#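 Human kidney-isoform GLS in 45 mM KH2PO4 pH 8.2, 0.02% Tween-20, with compound, started with 1mM L-Glutamine (added stock). Glutamate oxidase/HRP/Amplex red coupled fluorescence read at start and after 30 min at RT.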
# HP1b binding inh: blocks HP1-beta chromodomain binding to methylated histone tails; P83916; AlphaScreen HP1-beta / biotin-H3K9me3 peptide binding; Potency, µM (doses to about 114 µM), for inactives: at the highest dose activity change, negative = inhibition, hits mostly inhibitors; 390,000 tested, 0.56% active; also: potency is read from the fitted curve at half-maximal effect; nearly all actives have a fitted effect of over 70% in size; inactives centre near 23
#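 Compound inhibition of the preformed complex between 50 nM HP1-beta and 50 nM biotinylated H3K9me3 peptide was read by AlphaScreen. Buffer was PBS pH 7.4 with 0.01% Tween-20. Incubations ran 30 min at room temperature, with 10 ug/mL donor/acceptor beads.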
# G9a inh: inhibitors of human histone lysine methyltransferase G9a. Q96KQ7. G9a H3K9 monomethylation, AlphaScreen, 2 h. Potency, µM (series often up to 102 µM), without a hit: top-dose activity, negative = inhibition, actives largely listed as inhibitors. 350,000 tested, 8.8% active; also: potency is read from the fitted curve at half-maximal effect; % is scaled to controls: 0 for no effect and ±100 for the full control effect; nearly all actives have a fitted effect of over 75% in size
# Target sequence (Q96KQ7 913-1193 limits assumed): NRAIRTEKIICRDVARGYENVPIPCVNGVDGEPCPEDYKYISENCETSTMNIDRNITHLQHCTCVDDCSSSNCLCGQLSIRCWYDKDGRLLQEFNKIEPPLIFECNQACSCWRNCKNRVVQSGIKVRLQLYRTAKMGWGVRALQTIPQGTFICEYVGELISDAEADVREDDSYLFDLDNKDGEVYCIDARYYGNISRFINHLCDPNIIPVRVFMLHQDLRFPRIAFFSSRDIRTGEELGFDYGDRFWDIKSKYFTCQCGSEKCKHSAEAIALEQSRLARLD
#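 AlphaScreen read-out: biotin-H3K9 peptide (500 nM) methylation by 20 nM enzyme with 20 uM SAM, 2 h at room temperature after 15 min compound preincubation; anti-monomethyl H3K9 antibody plus donor/acceptor beads, 10 min dark.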
# ERG-DNA inh: ERG Ets/DNA interaction inhibition. P11308. fluorescence polarization, His-ERG Ets domain / labelled DNA. Potency, µM (top dose mostly 76.9 µM), inactives show top-dose FP activity, negative = inhibition, usual class: inhibitors. 370,000 tested, 0.028% active. AID 624246; active = well fitted inhibition curve with a large enough effect in the polarisation, with a control signal flat; inconclusive = small, poorly fitted or top-dose-only effect, or effect the other way, or a change in a side signal; inactive = no such curve, though single readings can be large or run the other way; the % refers to the polarisation;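 also: polarization taken with two DNA probes labelled with fluorescein and Texas red; potency is read from the fitted curve at half-maximal effect; % of control where 0% means no effect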
#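 His-tagged ERG Ets domain (1 uM in the protein solution; 300mM KCl, 50mM Tris-HCl, 1mM EDTA, 1mM DTT, pH 7.5) received compound, then a probe mix of 5 nM fluorescein-DNA and 100nM Texas-615-DNA. Fluorescence polarization was read for both dyes.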
# JMJD2A Tudor: blocks the human JMJD2A Tudor domain; O75164; AlphaScreen JMJD2A-Tudor / H3K4me3 peptide binding; Potency, µM (highest dose often 114 µM), for inactives: at the top dose activity change, negative = inhibition, usual class: inhibitors; 390,000 tested, 4.4% active; also: potency is read from the fitted curve at half-maximal effect; % is scaled to controls: 0 for no effect and ±100 for the full control effect; nearly all actives have a fitted effect of over 50% in size
# Starred values were filed as active, the others as inactive; i = inactive; ? = inconclusive; . = not tested or not shown; & = joins results of further samples; [ ] = another dose, or the depositor's remark. Unless noted, calls follow the shape of the dose curve; as a rule, active = well fitted curve in the direction sought with a large enough effect; inconclusive = small, poorly fitted or top-dose-only effect, or another doubt; inactive = no such curve, though single readings can be large; an effect the other way counts as inactive or inconclusive. Random draw from the library; any-hit rate near 11%.
SMILES,PI4K2A inh,Tb PGK inh,Pin1 inhibitor,BAZ2B block,GLS inhibitor,HP1b binding inh,G9a inh,ERG-DNA inh,JMJD2A Tudor
O=C(Nc1ccc2c(c1)OCCO2)C(=S)NCc1ccccc1,5,-7%,-1%,-27%,-8%,26%,?,-4%,-27%
O=C(CN1C(=O)C(=O)N(C2CCCC2)C1=O)NCCc1ccc(F)cc1,-5,-2%,-1%,.,9%,36%,.,2%,-2%
O=C(CNCc1ccccc1Cl)NCc1ccco1,2,-1%,-7%,20µM*,?,22µM*,-138%[59 µM],-12%,-99%
COc1ccc(-c2noc(CN3CCCC(OCc4ccccn4)C3)n2)cc1 (centres undefined),-3,i,-7%,-20%,0%,21%,50µM*,-4%,-24%
Cc1c(C)n(Cc2ccccc2)c2ncnc(N)c12,12,-10%,1%,-7%,8%,3%,?,-6%,-19%
Clc1ccc(Sc2ccccn2)cc1,2,-5%,0%,66%[activator],-7%,54%[activator],.,-7%,4%
O=C(COC(=O)/C=C/c1ccc2c(c1)OCO2)Nc1ccc(S(=O)(=O)N2CCCC2)cc1,1,1%,56%[activator],-3%,-12%,26%,-2%[59 µM],6%,-12%
COC(=O)c1ccccc1C(=O)N(Cc1cccnc1)CC1CCCN(C2CCCCC2)C1 (centres undefined),-4,i,4%,-5%[57.1 µM],-14%,48%[activator],10%,9%,-8%
COc1ccc(C2=NOC(C(=O)NC(C)C)C2)cc1 (centres undefined),7,i,-11%,4%,1%,-6%,.,3%,-18%
CC(C(=O)NCc1ccccn1)c1ccc([N+](=O)[O-])cc1 (centres undefined),1,4%,-9%,-18%,5%,28%,25%,0%,-8%
Cc1ccccc1CSc1nc2n(n1)C(c1cccs1)C1=C(CCCC1=O)N2 (centres undefined),5,-6%,6%,-7%,4%,-19%,?,-1%,-17%[11.4 µM]
Cc1ccc(Cn2c(SC3CCOC3=O)nc3ccccc3c2=O)cc1 (centres undefined),5,-10%,8%,-12%,-18%,27%,24%[59 µM],3%,-14%
COC(=O)c1ccc(CSc2c(C(C)C)cnc3c2c(=O)n(C)c(=O)n3C)cc1,0,-7%,1%,-3%,3%,17%[57 µM],-43%[59 µM],-4%,-1%
Fc1ccccc1COc1ccc(C(=S)N2CCCC2)cc1,-12,2%,2%,-17%,2%,32%,?,-4%,-5%
CCCC(=O)n1nc(-c2cccnc2)nc1NCc1ccccc1,5&3,i,?,1%&4%,-13%&-8%,74%&36%[activator],22%,-16%&-1%,3%&0%

# Overlap with the part before: two compounds, followed by the next part.
SMILES,PI4K2A inh,Tb PGK inh,Pin1 inhibitor,BAZ2B block,GLS inhibitor,HP1b binding inh,G9a inh,ERG-DNA inh,JMJD2A Tudor
Fc1ccccc1COc1ccc(C(=S)N2CCCC2)cc1,-12,2%,2%,-17%,2%,32%,?,-4%,-5%
CCCC(=O)n1nc(-c2cccnc2)nc1NCc1ccccc1,5&3,i,?,1%&4%,-13%&-8%,74%&36%[activator],22%,-16%&-1%,3%&0%
COc1ccc(C/C(C)=N/NC(=O)c2cccnc2)cc1,-3,-5%,?,?,6%,10%,41%[59 µM],-7%,32µM*
CC1(c2ccc(Cl)cc2)NC(=O)N(CN2CCOCC2)C1=O (centres undefined),4,-7%,7%,-5%,-5%,20%,0%,-1%,3%
COc1ccc(C(=O)C2CCCN(C(=O)c3cc(C)on3)C2)cc1F (centres undefined),9,-2%,0%,-22%,-7%,41%[activator],15%,-19%,2%
COCCNC(=O)C(C)Oc1ccc(Cl)cc1Cl (centres undefined),-7,-2%,-2%,12%,-16%,37%,19%,5%,17%
O=C(Cn1nnc2c(cnn2-c2ccc(F)cc2)c1=O)c1ccccc1F,5,-2%,10%,-5%,7%,6%,-7%,-1%,0%
O=C(c1ccccc1)N1CCN(C2CCCCCC2)CC1,8,7%,-6%,56µM*,14%,?,?,-2%,3.2µM*
N#Cc1cccc(NC(=O)CSc2n[nH]c(=O)[nH]c2=O)c1,-2,-2%,-1%,7%,0%,29%,.,9%,-1%
Cc1sc2ccccc2[n+]1CC(=O)O,-5,7%,-14%,-10%,-1%,52%[activator],?,-16%,?
COc1ccc(C)cc1NC(=O)CSc1nnnn1Cc1ccccc1,-14,-9%,-7%,-4%,2%,18%,?,13%,-10%
Cc1ccc(-c2cc(NC(=O)c3ccccc3)on2)cc1,-3,-5%,1%,-12%,7%,18%,25%,-1%,-14%
COc1cc(C2C(C#N)=C(N)Oc3n[nH]c(C)c32)ccc1OC(=O)c1ccccc1 (centres undefined),-4,.,0%,-11%,-6%,20%,-1%[59 µM],.,-14%
COc1ccc(-c2nnc(SCC(=O)Nc3sc4c(c3C#N)CCCC4)n2-c2ccccc2)cc1,2,-3%,1%,1%,-9%,30%,16%[59 µM],-4%,-3%
COc1ccc(NC(=O)c2ccc(CNc3c(N4CCCC4)c(=O)c3=O)cc2)cc1Cl,5,-3%,-6%,-13%,-11%,-7%,0%,-5%,-19%
CCOC(=O)N1CCN(C(=O)c2ccc3nc4ccc(Cl)cc4c(=O)n3c2)CC1,5,-2%,-1%,-1%,1%,21%,-45%,4%,-10%
Cc1cc(N2CCN(c3ccccc3)CC2)n2c(n1)nc1ccccc12,2,2%,23%,-37%,7%,17%,-4%[59 µM],-7%,-1%
Cc1onc(-c2c(Cl)cccc2Cl)c1C(=O)N1C=CC(C(F)(F)F)=NCC1,0,i,1%,10%,-2%,51%,-10%[12.7 µM],-3%,-6%
CSc1nsc2nc(=O)c(/C=C3\C=Nc4ccccc43)c(N)n12,-6,-12%,?,.,?,45%[activator],20%,14%,-30%
COc1ccc(-n2c(SCC(=O)N3CCOCC3)nc(O)cc2=O)cc1,-3,5%,5%,0%,-2%,50%[activator],?,-4%,0%
CCC(C)Sc1nc(C)nc2c1c(=O)n(C)c(=O)n2C (centres undefined),4,-7%,?,8%,-1%,29%,?,4%,-6%
Fc1ccc(-c2cc3ncc4c(n3n2)-c2cc(Cl)ccc2OC4)cc1,1,-5%,-2%,4%,0%,61%[activator],33%[59 µM],2%,6%
C/C(CCc1ccco1)=N\NC(=O)CNc1c(Br)cc(Br)cc1Br,4,-2%,0%,1%,-3%,22%,1%,-1%,-5%
O=C(OCc1c(Cl)nc2sccn12)c1cc2c(s1)CCCC2,-4,-4%,-7%,-7%,8%,20%,-43%,1%,-4%
Cc1[nH]nc(-c2ccc(O)cc2O)c1-c1nc2ccccc2s1,-1,-6%,0%,-35%,?,2%,-5%[59 µM],-6%,-36%
COc1ccc(NS(=O)(=O)c2ccc3nc(COc4ccc(Cl)c(C)c4)[nH]c3c2)cc1,-6,1%,1%,-3%,9%,1%,45µM*,-16%,-26%
Cc1cc(S(=O)(=O)NCC(C)C)ccc1OCC(=O)NCc1ccco1,1,-6%,1%,-27%,-6%,11%,-30%,18%,-18%
CCN(CC)c1ncnc2c1[nH]c1ccccc12,2,1%,-2%,8%,3%,27%,1%[12.7 µM],13%,8%
O=C(c1sc2ccccc2c1Cl)N1CCN(c2ccccc2F)CC1,-4,i,-11%,2%,9%,51%[activator],41%[59 µM],8%,6%
Cc1ccnc(Nc2nc3ccccc3s2)n1,0,-9%,1%,-9%,3%,21%,.,-1%,-8%
Cc1ccc(-c2noc(C3CCCN(C(=O)c4ccc(Cl)cc4)C3)n2)o1 (centres undefined),-2,0%,-9%,?,-9%,19%,?,-20%,-20%
Cc1ccc(CC2CC(=O)N(c3ccncc3)C2=O)cc1 (centres undefined),6,-4%,-7%,8%,5%,23%,16%,5%,1%
C=CCn1c(SCc2cc(=O)n3ccsc3n2)nc2scc(C3CC3)c2c1=O,-12,0%,34%[activator],-39%,-28%,0%,-52%[59 µM],1%,-27%
COc1ccc(-c2ccc(=O)n(Cc3c(F)cccc3Cl)n2)cc1,7,.,-8%,10%,-10%,56%[activator],6%,-8%,10%
O=C(CN1C(=O)/C(=C/c2cccc(Br)c2)SC1=S)NCCCN1CCOCC1,-11,-2%,?,?,12%,?,.,138%[activator],?
OCC#CCSc1nnc(-c2cccc3ccccc23)o1,-3,-9%,-3%,13%,-2%,48%[activator],-34%[12.7 µM],.,-3%
Cc1[nH]c2ccccc2c1/C=N/Nc1cccc(C(=O)O)c1,5,0%,18%,?,6%,-15%,4µM*,14%,?
CC1CCN(c2ccc3nnc(CCC(=O)Nc4ccc(F)cc4)n3n2)CC1,5,-13%,1%,-11%,-1%,40%[activator],1%,7%,-31%
CCN(CC)S(=O)(=O)c1cc(C)c(C)cc1Br,-3,5%,5%,26%,9%,58%[activator],17%[59 µM],-2%,46%[activator]
CCCCN1C(=O)C2C(C(=O)Nc3cccc(OC)c3)C3C=CC2(O3)C1C(=O)NC1CCCCC1C (centres undefined),-6,-1%,-4%,-4%,5%,18%,6%[59 µM],-6%,5%
O=C(NCCN1CCOCC1)C1CC(=O)N(c2ccc(Cl)cc2)C1 (centres undefined),4,i,-4%,-5%,?,15%,0%,-1%,-1%
Cc1cccc(-c2cnn(-c3ccccc3)c2N)c1,-24,-3%,4%,0%,0%,69%[activator],7%,12%,0%

# Bioassay records deposited in PubChem BioAssay by National Center for Advancing Translational Sciences (NCATS).
